GPR151 ag: activators of human GPR151. activation, % at 11.2 µM. hit rate 1% among 650,000. Q8TDV0. PathHunter beta-arrestin GPR151 cells, luminescence; in the data active = activation above about 4.9%;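 also: 0% = median of compound wells and 100% = cells with positive control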
Target sequence (Q8TDV0 whole entry, looked up): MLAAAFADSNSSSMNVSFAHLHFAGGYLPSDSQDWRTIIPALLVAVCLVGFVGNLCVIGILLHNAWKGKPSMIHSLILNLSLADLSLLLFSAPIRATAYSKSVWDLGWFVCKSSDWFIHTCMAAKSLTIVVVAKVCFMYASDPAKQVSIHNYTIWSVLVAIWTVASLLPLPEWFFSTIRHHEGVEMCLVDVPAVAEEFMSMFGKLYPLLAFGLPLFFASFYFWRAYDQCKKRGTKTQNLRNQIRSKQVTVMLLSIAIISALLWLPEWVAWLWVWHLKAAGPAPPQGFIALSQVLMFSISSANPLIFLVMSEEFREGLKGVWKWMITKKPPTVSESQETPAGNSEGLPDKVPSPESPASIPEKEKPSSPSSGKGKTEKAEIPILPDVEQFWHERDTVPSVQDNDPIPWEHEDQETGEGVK
FBW7 activator: activators of human E3 ligase FBW7; AlphaScreen FBW7–phospho-cyclin E peptide binding, activator screen; normalized activity (activation), % at 26.1 µM; hit rate 0.13% among 650,000; in the data active = normalized activity above about 1.9%;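 also: purified mutant Fbw7 with reduced substrate affinity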
MITF inh: inhibitors of human MITF. O75030. AlphaScreen MITF homodimerization, bead proximity signal. inhibition, % at 2.6 µM. hit rate 0.91% among 650,000. AID 1259374; in the data active = inhibition above about 50%;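 also: 0% = vehicle wells with protein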
Target sequence (O75030 whole entry, looked up): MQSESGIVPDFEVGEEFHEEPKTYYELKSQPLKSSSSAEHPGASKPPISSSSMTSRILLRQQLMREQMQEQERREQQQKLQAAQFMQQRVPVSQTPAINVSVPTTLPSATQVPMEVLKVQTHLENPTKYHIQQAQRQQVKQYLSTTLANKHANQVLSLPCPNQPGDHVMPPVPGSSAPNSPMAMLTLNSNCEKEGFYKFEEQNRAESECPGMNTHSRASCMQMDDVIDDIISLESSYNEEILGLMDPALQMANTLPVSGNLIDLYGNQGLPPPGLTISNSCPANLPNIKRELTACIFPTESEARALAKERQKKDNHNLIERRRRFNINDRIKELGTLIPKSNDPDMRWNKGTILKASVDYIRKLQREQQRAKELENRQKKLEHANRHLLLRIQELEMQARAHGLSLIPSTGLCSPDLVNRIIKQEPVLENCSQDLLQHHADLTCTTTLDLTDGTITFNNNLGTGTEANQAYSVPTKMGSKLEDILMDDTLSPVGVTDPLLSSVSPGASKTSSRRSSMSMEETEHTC
TEAD-YAP inh: TEAD-YAP interaction inhibition; inhibition, % at 9.12 µM; HEK-TIYL cells, TEAD-Gal4/YAP UAS-luciferase luminescence; AID 1259422; hit rate 1.4% among 640,000; in the data active = inhibition above about 32%;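 also: 0% = median of test compound wells and 100% = reference inhibitor wells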
Starred values were filed as active, the others as inactive.

SMILES	GPR151 ag	FBW7 activator	MITF inh	TEAD-YAP inh
CCOc1ccc2nc(CN3CCCC(N4CCOCC4)C3)ccc2c1 (centres undefined)	0.2	-0.2	1	-6
O=C(Cn1cnc2sc3c(c2c1=O)CCCC3)NCCC(=O)N1CCN(c2ccccc2)CC1	-1.6	0.2	10	7
COc1ccc(C2C(C(=O)OC(C)C)=C(C)NC3=C2C(=O)CC(C)(C)C3)cc1Br (centres undefined)	2.0	0.0	5	-9
COc1ccccc1C1(CNC(=O)c2cc(Cl)ccc2Cl)CCOCC1	-0.5	-0.2	-1	-7
Cc1ccc(OCC(=O)NNC(=O)C(C)C)c(C)c1	-2.0	-0.1	0	-3
CCCCn1c(-c2ccc(Br)cc2)cn2c3c(=O)n(C)c(=O)n(C)c3nc12	-0.1	0.2	16	6
COC(=O)c1c(NC(=O)c2cccc(Br)c2)sc2c1CCCC2	0.8	-0.2	-9	-3
Nc1cc2c(cc1S(=O)(=O)O)C(=O)c1ccccc1C2=O	-6.7	0.1	18	-11
O=C(CSc1nc2[nH]ncc2c(=O)n1-c1ccc(Br)cc1)Nc1ccccc1C(F)(F)F	2.4	-0.1	2	-3
O=C(Nc1ccc(Cl)cc1)c1ccc2c(c1)S(=O)(=O)c1ccccc1C2=O	1.5	0.0	14	-5
CCOC(=O)N1CCN(S(=O)(=O)c2ccc(C(=O)Nc3nc(-c4cc(C)ccc4C)cs3)cc2)CC1	-0.5	0.2	19	4
COc1cc(/C=N/NC(=O)CNc2ccc(I)cc2C)ccc1O	2.3	0.1	-2	11
O=C(CN(Cc1ccccc1)S(=O)(=O)c1ccc(Br)cc1)Nc1ccccc1Br	-0.3	0.2	-22	-6
CCOC(=O)c1c(NC(=O)COc2ccc(Cl)cc2Cl)sc(C)c1C	-0.5	0.1	13	1
O=C(Cn1cnc2sc3c(c2c1=O)CCCC3)NCCCC(=O)Nc1ccc2c(c1)OCCO2	0.9	-0.1	-5	16
CSc1cccc(NC(=O)CSc2ccc(F)cc2)c1	-1.6	0.0	15	-16
COC(=O)C1CCN(c2nc(CN(CCO)C(C)C)nc3cc(OC)c(OC)cc23)CC1	0.7	0.0	-8	-12
CC(C)OCCCNC(=O)C1CC(=O)N(CCc2ccccc2)C1 (centres undefined)	1.3	-0.1	-9	-1
CCOc1ccc(-n2c(CNC(=O)c3cccc(OC)c3)nnc2SCC(=O)N2CCc3ccccc32)cc1	-0.7	0.2	9	-18
CC(C)(C)c1csc2ncc(C(=O)NC3CCC3)c(=O)n12	0.1	0.0	9	-4
CS(=O)(=O)NCCNc1cc(Cl)ccc1[N+](=O)[O-]	1.9	0.0	21	0
COc1ccc(C2CC(=O)N(Cc3ccccc3F)c3ccccc3S2)cc1OC (centres undefined)	1.7	0.0	-1	3
O=[N+]([O-])c1ccc2c(c1)OCCSCCOCCOCCSCCO2	0.7	-0.1	4	-6
O=c1c(-c2ccc(Cl)cc2)c(N2CCCCC2)c1=O	1.0	-0.1	0	-1
COc1ccc(CCNC(=O)c2cnc(N3CCOCC3)s2)cc1	-0.5	0.2	41	4
C=CCNC(=O)/C(=C\c1ccc(OC(C)=O)cc1)NC(=O)c1ccco1	-0.6	0.0	1	6
COC(=O)c1ccc(NC(=O)CC2NCCNC2=O)cc1 (centres undefined)	-0.2	-0.3	12	-3
O=C(Oc1cccc(N2C(=O)CCC2=O)c1)c1ccccc1Cl	-1.1	0.1	7	0
O=C(c1cccnc1)N1CCC(Cn2nc(-c3ccc(F)cc3)ccc2=O)CC1	0.3	-0.1	9	4
CN(C)CCCNS(=O)(=O)c1cccc2nsnc12	-1.5	-0.1	-9	4

Quoted from the listing:
Result of COc1ccc(CCNC(=O)c2cnc(N3CCOCC3)s2)cc1 in MITF inh: 41
Result of CS(=O)(=O)NCCNc1cc(Cl)ccc1[N+](=O)[O-] in GPR151 ag: 1.9

Next part
SMILES	GPR151 ag	FBW7 activator	MITF inh	TEAD-YAP inh
Cc1cccc(NC(=O)CSc2nnc(CN3CCOCC3)n2C)c1C	0.3	0.0	3	6
CC(=O)N(C)c1ccc(NC(=O)COc2ccc([N+](=O)[O-])cc2)cc1	0.0	0.4	17	16
COc1cccc(/C=C2\N=C(c3cc(OC)c(OC)c(OC)c3)OC2=O)c1OC	-0.1	-0.1	-16	1
CC1(C)C2CCC1(CS(=O)(=O)NC1CCCC1)C(=O)C2 (centres undefined)	-0.9	0.2	-13	10
Cc1ccc(C(=O)CSc2ccccn2)cc1	-4.4	0.0	-6	-23
CCSc1nnc2c(n1)OC(c1ccc3c(c1)OCO3)N(C(=O)CC)c1ccccc1-2 (centres undefined)	-1.8	0.7	-1	3
N#CCSc1nc2ccccc2c(=O)n1Cc1cccs1	2.0	0.1	13	-5
O=C1NC(=O)C(=Cc2nc(-c3ccccc3Cl)n3ccccc23)C(=O)N1	-1.6	-0.1	-6	-7
CCOc1ccc(N(CC)C(=O)CCc2nc(-c3ccccc3F)no2)cc1	-0.7	1.4	18	-3
Cc1cccc(OCC(=O)NCC(C)C)c1C	-1.6	0.1	16	0
Cc1ccccc1OCC(=O)n1cnc2ccccc21	-0.8	-0.1	9	5
Cc1ccc(/C=C2\N=C(c3ccc(Cl)c(Cl)c3)OC2=O)o1	-0.2	0.5	9	5
CCc1ccc(-c2ccc(C(=O)Nc3ccc(OC)cc3)cc2)nc1	1.6	0.1	-4	-3
O=C(NC(=S)Nc1cccc([N+](=O)[O-])c1)c1ccccc1Cl	-1.2	0.1	-21	-45
O=C(NCC1OCCCN1S(=O)(=O)c1cc(F)ccc1F)C(=O)NC1CCCC1 (centres undefined)	-1.8	0.0	26	-10
CC1(C)NC(=O)N(CCOCCOc2ccccc2OCc2ccccc2)C1=O	-0.5	0.1	12	6
Cc1cc(C(=O)N(Cc2ccccn2)c2nc3ccccc3s2)on1	-9.2	-0.2	-3	70*
O=C(OCc1cccc(COC(=O)c2ccc(Cl)cc2)n1)c1ccc(Cl)cc1	0.9	-0.1	-11	7
COc1ccc(CN2CCN(C(=O)c3cc(C(C)C)[nH]n3)CCC2=O)cc1	1.4	0.1	2	10
N#Cc1ccc(NC(=O)c2cc(-c3ccc4c(c3)OCO4)on2)cc1	-0.7	-0.1	11	8
COc1ccc(-c2nc3ncnc(NCc4nc5ccccc5[nH]4)c3[nH]2)cc1	0.2	-0.2	0	4
Cc1cccc(OCC(=O)NCc2cccnc2)c1C	1.3	-0.1	-1	-1
N#Cc1ccc(OCC(O)CN2CCN(CCOc3ccccc3)CC2)cc1 (centres undefined)	-1.5	0.0	81*	-3
O=C(Nc1ccc2[nH]ncc2c1)[C@@H]1C[C@H](O)CN1C(=O)c1ccc(Cl)cc1	-1.1	-0.1	28	-1
CCC(C)NC(=O)c1cc2n(n1)C(C(F)(F)F)CC(c1ccc(Cl)c(Cl)c1)N2 (centres undefined)	-0.9	0.3	-19	1
CCOC(=O)CC(N)c1cccc2ccccc12 (centres undefined)	-0.1	0.1	17	-2
CCC(=O)N1CC2(c3ccccc3)CN(C(=O)CC)CC(c3ccccc3)(C1)C2=O	-1.4	0.0	2	-4
O=[N+]([O-])c1ccc(N=Cc2ccc(O)c(O)c2)cc1	0.1	0.0	0	11
O=C(NC1CCCCC1)c1ccc2c(c1NCCO)C(=O)c1ccccc1C2=O	1.5	-0.3	21	15
CCCCn1c(-c2ccc(OC)cc2)nc2c(=O)n(C)c(=O)[nH]c21	-0.6	0.2	23	-5
Cc1cccc(CS(=O)(=O)CC2Nc3ccc(C(=O)O)cc3NC2=O)c1 (centres undefined)	-0.2	-0.1	7	7
O=C(c1ccc2cncc(-c3cc4ccccc4o3)c2n1)N1CCN(c2ccccn2)CC1	1.6	-0.9	6	31
CCCCNC(=O)c1ccc(C)c(N2CCCC2=O)c1	3.9	0.0	13	-10
COc1cccc(NC(=O)N2CCN(c3nc(-c4cccc(OC)c4)cs3)CC2)c1	-0.8	0.1	24	-14
COC(=O)c1ccc(NC(=O)C23CCC(C)(C(=O)C2)C3(C)C)cc1 (centres undefined)	-1.2	0.1	-1	-6
CC1CN(CC(O)COc2ccc(C34CC5CC(CC(C5)C3)C4)cc2)CC(C)O1 (centres undefined)	0.0	0.0	-2	1
COCCNC(=O)c1ccc(Cn2c(SCC(=O)c3ccccc3)nc3ccc(Br)cc3c2=O)cc1	-0.2	0.3	12	-17
Cc1ccc(C)c(NC(=S)NCC(c2cccnc2)N(C)C)c1 (centres undefined)	0.4	-0.1	-6	-1
O=C(COCc1nc2ccccc2c(=O)[nH]1)NC1CC2(CCCC2)Oc2ccccc21 (centres undefined)	1.3	-0.1	-1	-6
CN(C)CCNCc1ccc(OCC(O)CN(C)Cc2ccccc2)cc1 (centres undefined)	-0.3	-0.1	-12	3

Seven entries picked at random from the list so far:
SMILES	GPR151 ag	FBW7 activator	MITF inh	TEAD-YAP inh
O=C(COCc1nc2ccccc2c(=O)[nH]1)NC1CC2(CCCC2)Oc2ccccc21 (centres undefined)	1.3	-0.1	-1	-6
CC1CN(CC(O)COc2ccc(C34CC5CC(CC(C5)C3)C4)cc2)CC(C)O1 (centres undefined)	0.0	0.0	-2	1
CN(C)CCNCc1ccc(OCC(O)CN(C)Cc2ccccc2)cc1 (centres undefined)	-0.3	-0.1	-12	3
O=C(c1ccc2cncc(-c3cc4ccccc4o3)c2n1)N1CCN(c2ccccn2)CC1	1.6	-0.9	6	31
Cc1cccc(CS(=O)(=O)CC2Nc3ccc(C(=O)O)cc3NC2=O)c1 (centres undefined)	-0.2	-0.1	7	7
Cc1ccc(C)c(NC(=S)NCC(c2cccnc2)N(C)C)c1 (centres undefined)	0.4	-0.1	-6	-1
COC(=O)c1ccc(NC(=O)C23CCC(C)(C(=O)C2)C3(C)C)cc1 (centres undefined)	-1.2	0.1	-1	-6

Continuation:
SMILES	GPR151 ag	FBW7 activator	MITF inh	TEAD-YAP inh
O=C(Cc1cn(-c2ccc(Nc3cnccn3)nn2)c2ccccc12)NCc1nc2ccccc2[nH]1	2.6	-0.2	6	4
O=C(Oc1ccccc1)c1ccc(N2CCCC2)c([N+](=O)[O-])c1	-0.3	-0.3	12	-10
O=C(N/N=C/c1cccc(Cl)c1Cl)Nc1ccccc1	4.1	0.5	12	-11
COc1ccc(/C=C(/C#N)C(=O)Nc2ccc(Cl)cc2)cc1C(=O)O	1.5	0.2	-8	1
Cc1csc(SCn2nnc3ccccc3c2=O)n1	-0.3	0.1	6	-71
CCN1C(=O)C(CC(=O)Nc2ccc(Cl)cc2)N(NC(=O)c2ccncc2)C1=S (centres undefined)	-0.1	0.0	-1	1
O=C(Nc1nnc(-c2ccco2)o1)C1CCCCC1	1.1	-0.1	10	2
Cc1ccccc1NC(=O)CN1N=NC2C(=O)N(c3c(C)cccc3C)C(=O)C21 (centres undefined)	0.5	0.1	-7	8
O=C(NCC1Cc2cc(-c3cnccn3)ccc2O1)c1cc(F)c(F)cc1F (centres undefined)	-1.2	0.1	0	2
Cc1ccccc1-n1c(-c2ccc3[nH]c(C)c(C)c3c2)n[nH]c1=S	1.4	-0.1	17	-3
S=C(Nc1ccccc1)Nc1ccc(Nc2ccccc2)cc1	1.2	-0.2	15	0
c1ccc(CCNc2ccnc(Nc3ccc(N4CCOCC4)cc3)n2)nc1	3.9	-0.1	7	-2
CC(=O)c1ccc(N(C(C)=O)C2=C(NCc3ccccc3)C(=O)c3ccccc3C2=O)cc1	-1.1	-0.2	-3	-5
CCOC(=O)C1=C(C)N=c2s/c(=C/c3ccsc3)c(=O)n2C1c1cccs1 (centres undefined)	-0.9	0.1	10	4
CN(C)/C(N)=N/C(N)=Nc1ccccc1	1.0	0.2	-14	9
COc1cc(C2C(C#N)=C(N)Oc3n[nH]c(C)c32)ccc1OCC(=O)Nc1ccccc1 (centres undefined)	-0.2	-0.1	0	-22
COC(=O)c1ccccc1NC1=NS(=O)(=O)c2ccccc21	-0.4	0.7	17	-2
Cc1ccc(-n2nc3c(c2NC(=O)c2ccc(Cl)c([N+](=O)[O-])c2)CS(=O)C3)c(C)c1 (centres undefined)	-0.2	-0.1	2	14
COc1ccc(CCNC(=O)c2ccnc(N3CCCC3CO)c2)cc1 (centres undefined)	2.8	0.1	13	3
CCc1ccc(NC(=O)CN(c2ccccc2)S(=O)(=O)N(C)C)cc1	-0.6	0.2	4	7
CCc1ccc2[nH]c(=O)c(CN(Cc3cccnc3)C(=O)c3ccncc3)cc2c1	-1.1	-0.2	4	30
OC(CNC1CCCCCCC1)COc1ccccc1F (centres undefined)	-0.9	-0.2	18	2
CCCOc1ccc(/C=N/NC(=O)CN2CCCCC2)cc1	0.4	0.3	4	2
Cc1sc(NC(=O)CS(=O)(=O)c2ccccc2)c(C#N)c1C	-1.0	0.0	-1	-35
COc1cc(Nc2ccn3ncc(-c4cccc(Cl)c4)c3n2)cc(OC)c1OC	-1.0	0.1	-12	1
COC(=O)C(C)N1C(=O)S/C(=C/c2cc(C)n(Cc3ccccc3)c2C)C1=O (centres undefined)	-0.4	-0.1	4	-7
COc1ccc(-c2nn(CC(=O)N3CCCC3)c(=O)o2)c2ccccc12	-1.1	-0.2	-8	0
CC1=C(C(=O)OCCOC(C)C)C(c2ccccn2)C2=C(CC(C)(C)CC2=O)N1 (centres undefined)	-0.4	-0.1	17	6
O=C(CCc1nc(-c2ccccc2)no1)NCc1ccco1	-2.1	-0.2	1	4
CSc1ccc(S(=O)(=O)NCC(=O)O)cc1[N+](=O)[O-]	0.3	0.1	10	-3
COc1ccc(N(C(=O)COc2ccc(F)cc2)S(=O)(=O)c2ccc(C)cc2)cc1	-0.2	0.7	11	0
CCOC(=O)c1cccc(NC(=O)Cn2ncc3c(=O)oc4ccccc4c32)c1	-1.1	-0.1	4	1
Cc1ccc2c(C)nc(Nc3nc(O)c(C)c(=O)[nH]3)nc2c1	0.0	0.2	24	0
COCCN(C(=O)CC1C(=O)NCCN1CCC(C)C)C(C)C (centres undefined)	0.0	-0.2	-8	0
